D2 antagonist = HTS Assay for Allosteric Antagonists of the Human D2 Dopamine Receptor: Primary Screen for Antagonists; D(2) dopamine receptor (Homo sapiens), P14416; HEK293 TREx D2 cells, calcium flux, dopamine EC80; inhibition, % at 10 µM; actives 2% (n = 340,000); in the data active means inhibition above about 30%; further: 0% is about no effect
Target sequence (P14416 whole entry, looked up): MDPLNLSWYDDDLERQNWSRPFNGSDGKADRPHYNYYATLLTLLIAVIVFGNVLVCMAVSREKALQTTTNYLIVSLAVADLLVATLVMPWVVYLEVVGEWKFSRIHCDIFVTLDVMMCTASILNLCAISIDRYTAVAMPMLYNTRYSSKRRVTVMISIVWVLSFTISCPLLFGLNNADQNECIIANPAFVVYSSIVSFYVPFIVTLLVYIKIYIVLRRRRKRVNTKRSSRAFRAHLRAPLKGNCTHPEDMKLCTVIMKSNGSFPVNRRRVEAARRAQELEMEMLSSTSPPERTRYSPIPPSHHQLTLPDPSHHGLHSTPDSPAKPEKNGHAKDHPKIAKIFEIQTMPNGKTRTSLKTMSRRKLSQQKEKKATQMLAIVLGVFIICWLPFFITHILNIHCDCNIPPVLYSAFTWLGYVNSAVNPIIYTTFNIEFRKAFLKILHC
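Calcium mobilization kinetics were recorded at 1 s intervals in tetracycline-induced HEK293 T-REx D2 cells, first for 180 s after compound addition and then 180 s after EC80 dopamine.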
D2 ag = HTS Assay for Allosteric Agonists of the Human D2 Dopamine Receptor: Primary Screen for Agonists | D(2) dopamine receptor (Homo sapiens), P14416 | HEK293 T-REx D2 cells, calcium flux agonist mode | activation, % at 2 µM | actives 0.53% (n = 340,000);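 active means activation over 3 SD above normal in the single-dose calcium agonist read, cut at about 30% in these data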; further: 0% is about no effect
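In this primary screen, compounds producing a positive calcium signal within 180 s of addition to tetracycline-induced, force-coupled HEK293 Trex D2 cells are flagged; cells are dye-loaded with a no-wash calcium kit beforehand.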
LDHA block = qHTS assay for inhibitors of human lactate dehydrogenase; L-lactate dehydrogenase A chain (Homo sapiens), P00338; purified LDHA, NADH/diaphorase-resazurin fluorescence; hits give low values; activity change, % (values are at about 110 or 230 µM); actives 0.15% (n = 480,000); in the data active means activity change below about -30%; inconclusive means mostly about -25% to -30%;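 further: plate controls were DMSO wells for no effect and wells without enzyme for full effect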
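LDH5 2 nM; NADH 0.06 mM, pyruvate 0.2 mM; 200 mM Tris pH 7.4, EDTA, Tween-20; 5 min RT. Detection: diaphorase 0.133 mg/mL + resazurin 37 µM, fluorescence ex540/em590 at 0 and 20 min; normalized to enzyme-free and DMSO wells.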
ERG Ets-DNA blk = qHTS for Small Molecule Inhibitors of the ERG Ets/DNA interaction; AID 624246, 2012; fluorescence polarization, His-ERG Ets domain / labelled DNA; Potency, µM (series often up to 76.9 µM), for inactives: at the top dose FP activity, negative = inhibition, most hits filed as inhibitors; actives 0.028% (n = 370,000); active means well fitted inhibition curve with a large enough effect in the polarisation, with a control signal flat; inconclusive means small, poorly fitted or top-dose-only effect, or effect the other way, or a change in a side signal; inactive means no such curve, though single readings can be large or run the other way; the % refers to the polarisation;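 further: polarization taken with two DNA probes labelled with fluorescein and Texas red; potency means the concentration at half of the fitted maximal effect; % of control where 0% means no effect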
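His-tagged ERG Ets domain (1 uM in the protein solution; 300mM KCl, 50mM Tris-HCl, 1mM EDTA, 1mM DTT, pH 7.5) received compound, then a probe mix of 5 nM fluorescein-DNA and 100nM Texas-615-DNA. Fluorescence polarization was read for both dyes.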
Vif-APOBEC3F blk = qHTS for Inhibitors of Vif-A3F Interactions: qHTS | HeLa A3F-eYFP + Vif (tagged APOBEC3F with the HIV-1 protein that degrades it), YFP fluorescence increase | Potency, µM (doses to about 46.1 µM), inactives show top-dose activity, negative = active | actives 0.2% (n = 390,000) | AID 602313, 2012; further: potency means the concentration at half of the fitted maximal effect; % of control where 0% means no effect; nearly all actives have a fitted effect of over 65% in size
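HeLa cells stably expressing A3F-eYFP plus Vif, plated and incubated overnight at 37 deg C, then exposed to compounds overnight at 37 deg C. Blocked degradation read as raised yellow fluorescence (Ex 488/Em 500-530).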
Vif-APOBEC3G blk = qHTS for Inhibitors of Vif-A3G Interactions: qHTS. DNA dC->dU-editing enzyme APOBEC-3G (Homo sapiens), Q9HC16. HeLa A3G-eYFP + Vif (tagged APOBEC3G with the HIV-1 protein that degrades it), YFP fluorescence, overnight. Potency, µM (doses to about 46.1 µM), inactives show at the highest dose activity, negative = active, usual class: inhibitors. actives 0.076% (n = 410,000). AID 602310, 2012;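 further: potency means the concentration at half of the fitted maximal effect; on the % scale 0 is the no-effect control and ±100 the full control effect; nearly all actives have a fitted effect of over 60% in size; hits raise eYFP signal because A3G escapes Vif-driven loss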
Target sequence (Q9HC16 whole entry, looked up): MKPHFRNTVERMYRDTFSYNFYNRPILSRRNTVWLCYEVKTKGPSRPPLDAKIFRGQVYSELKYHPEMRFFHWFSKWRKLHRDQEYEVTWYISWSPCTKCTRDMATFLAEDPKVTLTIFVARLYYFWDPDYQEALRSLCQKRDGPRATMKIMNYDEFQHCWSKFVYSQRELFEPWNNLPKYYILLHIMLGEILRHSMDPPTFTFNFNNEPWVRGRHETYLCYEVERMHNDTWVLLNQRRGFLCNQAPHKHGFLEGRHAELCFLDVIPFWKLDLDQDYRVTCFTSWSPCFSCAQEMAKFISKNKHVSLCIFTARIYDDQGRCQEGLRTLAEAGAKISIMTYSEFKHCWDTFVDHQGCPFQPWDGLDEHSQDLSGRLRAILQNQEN
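Read-out is eYFP fluorescence (Ex 488/Em 500-530) from Vif-expressing HeLa A3G-eYFP cells; more signal means A3G escaped Vif-mediated degradation. Cells plated overnight, compound pinned in, incubated overnight at 37 deg C.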
RGS4 inhibitor = Inhibitors of Regulator of G Protein Signaling (RGS) 4: qHTS | Regulator of G-protein signaling 4 (Homo sapiens), P49798 | Transcreener GDP fluorescence polarization, RGS4-accelerated GTP hydrolysis | Potency, µM (series often up to 114 µM), inactives show top-dose activity change, negative = inhibition, usual class: inhibitors | actives 0.039% (n = 390,000); further: potency means the concentration at half of the fitted maximal effect; on the % scale 0 is the no-effect control and ±100 the full control effect; nearly all actives have a fitted effect of over 75% in size; some results filed as inactive show a strong effect at the top dose
Target sequence (P49798 whole entry, looked up): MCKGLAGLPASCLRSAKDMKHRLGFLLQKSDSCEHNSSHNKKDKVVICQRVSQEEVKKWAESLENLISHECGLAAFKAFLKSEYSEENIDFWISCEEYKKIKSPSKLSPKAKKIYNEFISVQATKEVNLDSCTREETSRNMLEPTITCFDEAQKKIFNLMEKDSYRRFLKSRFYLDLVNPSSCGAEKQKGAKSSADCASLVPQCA
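MLSMR compounds (23 nl, pin-transferred) preincubated 10 min at room temperature with a 500nM (2x) first reagent, then RGS4 at 900nM (2x) plus Transcreener GDP mix added; fluorescence polarization (620/688 nm) read before and after 90 min at 30 °C.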
Glioma ERSR ind = qHTS for Inducers of the Endoplasmic Reticulum Stress Response (ERSR) in Human Glioma: qHTS; U87-MG GRP78 promoter luciferase reporter, 16 h; Potency, µM, without a hit: at the highest dose activation, usual class: activators; actives 0.02% (n = 420,000); AID 602332, 2012; further: potency means the concentration at half of the fitted maximal effect; series mostly up to about 76 µM; % of control where 0% means no effect; nearly all actives have a fitted effect of over 35% in size
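ERSR induction read as luciferase luminescence (Bright-Glo, 10 min at room temperature) in stably transfected human U87-MG glioma cells exposed to compounds for 16 h, using GRP78 as sensor.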
ALOX12 inh = Primary qHTS assay for inhibitors of human arachidonate 12S-lipoxygenase (ALOX12): Round 2; Polyunsaturated fatty acid lipoxygenase ALOX12 (Homo sapiens), P18054; purified 12hLO, xylenol orange hydroperoxide absorbance; Potency, µM (titrated, usually from 108 µM), inactives show at the highest dose activity change, negative = inhibition, usual class: inhibitors; actives 1.1% (n = 580,000); AID 1671190, 2021; further: potency means the concentration at half of the fitted maximal effect; on the % scale 0 is the no-effect control and ±100 the full control effect
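Purified human 12hLO (150 nM final) in 25 mM Hepes, 0.01% Triton X-100, pH 7.0 was preincubated 15 min at room temperature with compound. Then 40 uM arachidonic acid was added, 30 min. Hydroperoxide was read by Fe-XO absorbance ratio 573/405 nm.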
Starred values were filed as active, the others as inactive; ? = inconclusive; / = no result given; & = joins results of further samples; [ ] = another dose, or the depositor's remark. Unless noted, the call rests on the fitted dose curve; in most records, active means well fitted curve in the direction sought with a large enough effect; inconclusive means small, poorly fitted or top-dose-only effect, or another doubt; inactive means no such curve, though single readings can be large; an effect the other way counts as inactive or inconclusive. Only part of the results is shown. The share of hits here may be higher or lower than overall.

Sequence of screens – D2 antagonist, D2 ag, LDHA block, ERG Ets-DNA blk, Vif-APOBEC3F blk, Vif-APOBEC3G blk, RGS4 inhibitor, Glioma ERSR ind, ALOX12 inh
Cc1cc(C)c(OCC(=O)N(Cc2ccco2)Cc2ccco2)c(C)c1
  /, 2.4, 1, -4%, 1%, -1%, -12%, -2%, -3%
CCCC1=C(C(=O)OCC)C(c2cc(Cl)cc(OC)c2OCC(=O)OCC)NC(=O)N1 (stereo not drawn)
  10, -0.4, -4, 3%, 1%, -3%, -1%[11.4 µM], -8%, -2%
CC1CC1c1ccc(/C=C(\C#N)C(=O)Nc2ccccc2Cl)o1 (stereo not drawn)
  /, /, 6, -4%, 0%, -8%, 4%, 2%, -2%
CCOC(=O)C(=O)N1CCN(CC)CC1
  -7, 0.4, 0, -1%, 2%, 5%, -5%, 0%, -5%
S=c1[nH]nc(C2COc3ccccc3O2)o1 (stereo not drawn)
  -5, 0.5, -1, -1%, -13%, -11%, -38%, 5%, 248%[activator]
CC1CN(c2nc3ccccc3nc2SCC(=O)Nc2cccc(C(F)(F)F)c2)CC(C)O1 (stereo not drawn)
  /, /, -8, -2%, -7%, 3%, 4%, -5%, -4%
COc1cccc2cc(C(=O)C3=C(O)C(=O)N(CCN4CCOCC4)C3c3ccc(C(C)(C)C)cc3)oc12 (stereo not drawn)
  -1, 0.1, 5, 10%, -4%, 1%, -27%, -4%, ?
Cc1ccc(Nc2nc(C(=O)N3CCC(C(=O)N4CCN(C)CC4)CC3)cs2)cc1
  -16, 1.1, 2, -4%, -3%, -5%, 7%, 3%, -1%
COc1cc(C(=S)N2CCCC2)ccc1OCC(N)=O
  /, /, -5, 3%, -8%, -1%, 3%, -3%, 1%
NS(=O)(=O)c1ccc(Nc2nc(-c3ccc4ccccc4c3)cs2)cc1
  -25, 0.3, 0, 4%, -1%, -16%, -14%, 4%, ?

Some values from the list.
ERG Ets-DNA blk result of CC1CN(c2nc3ccccc3nc2SCC(=O)Nc2cccc(C(F)(F)F)c2)CC(C)O1 (stereo not drawn) is entered as -2%
Glioma ERSR ind result of COc1cc(C(=S)N2CCCC2)ccc1OCC(N)=O is entered as -3%

Continuation:
Sequence of screens – D2 antagonist, D2 ag, LDHA block, ERG Ets-DNA blk, Vif-APOBEC3F blk, Vif-APOBEC3G blk, RGS4 inhibitor, Glioma ERSR ind, ALOX12 inh
O=C(O)c1cn(-c2ccccc2)nc1-c1ccc(F)cc1
  -25, 0.1, -1, 10%, 11%, 1%, -14%, -2%, 0%
FC(F)(F)c1cccnc1Oc1ccc(C2=NCCS2)cc1
  2, 3.1, -7, -1%, -3%, -1%, 22%, 6%, ?
Cc1csc(CN(C)C(=O)C2CCC(=O)N(Cc3ccc(Cl)cc3)C2)n1 (stereo not drawn)
  -2, 1.1, 0, -1%, -5%, -1%, -9%, -7%, -1%
O=S(=O)(c1cnccc1N1CCN(/N=C/c2ccccc2)CC1)N1CCCCC1
  /, /, -3, -5%, 0%, -1%, 23%[11.4 µM], -4%, 19%
CCOc1ncccc1C(=O)OCC(=O)Nc1cc(S(=O)(=O)N2CCOCC2)ccc1C
  11, -2.0, -6, 10%, -12%, -5%, 20%, -5%, -3%
CC(C)(C)OC(=O)NCCCC[C@H](NC(=O)c1nc[nH]c1C(=O)N1CCN(c2ccccc2)CC1)C(=O)OC(C)(C)C
  -7, 0.6, 6, 3%, 5%, 2%, 13%, -2%, 6%
CC(C)Nc1cc(C(F)(F)F)nc(-c2ccccn2)n1
  /, /, 2, -7%, 10%, 1%, -19%, -2%, -9%
COc1ccc2c(c1)c1c(c(=O)n(-c3ccc(OC)c(OC)c3)c(=O)n1Cc1ccc(F)cc1)n2C
  /, 1.1, -10, -5%, -11%, 0%, 26%, 0%, 2%
Cc1ccc(NC(=O)CN(C)C(=O)c2cccc(S(=O)(=O)NCc3ccco3)c2)cc1
  /, /, -2, -2%, 1%, -1%, 3%, -4%, ?
O=C(CNc1cc(S(=O)(=O)N2CCOCC2)ccc1N1CCCC1)Nc1ccc(Cl)cc1
  /, /, -3, -1%, -1%, -1%, -2%, -1%, 214%[activator]
COc1ccc(/C=N\Nc2ccc([N+](=O)[O-])cc2)c(C(=O)O)c1OC
  -16, 1.5, -9, 1%, 2%, -4%, 6%, -3%, ?
Brc1ccccc1-c1cnco1
  -5, 0.1, -2, -11%, ?, 5%, -41%, -2%, 0%
NC(=O)c1c(NC(=O)CN2C(=O)NC(Cc3ccccc3)C2=O)sc2c1CCC2 (stereo not drawn)
  -13, 0.5, -3, -18%, 0%, 1%, -28%, -3%, -23%
CCN(CC(=O)Nc1c(F)cccc1F)C(=O)Cc1ccsc1
  8, 0.6, 2, /, 0%, -3%, -21%, 9%, 7%
c1ccc(CCc2nn3c(-c4ccncc4)nnc3s2)cc1
  10, 0.9, -4, /, -1%, 4%, -20%, -1%, -11%
CN(c1ccc(OCC(=O)Nc2ccc(S(N)(=O)=O)cc2)cc1)S(=O)(=O)c1ccc(F)cc1
  /, /, -15, 2%[15.4 µM], -2%, -2%, -3%, -3%, 203%[activator]
COc1ccc(C(=O)OCC(=O)NCCc2ccc(F)cc2)cc1S(=O)(=O)N1CCOCC1
  /, /, 20, -3%[15.4 µM], 3%, -1%, -22%, -4%, 10%
Nc1nc(SCC(=O)N2CCCc3ccccc32)n(-c2ccccc2)n1
  0, -1.5, -3, -5%, 3%, -5%, 5%, -3%, ?
Cc1ccc2oc3c(c(=O)c2c1)C(c1ccccc1F)N(CCCN(C)C)C3=O (stereo not drawn)
  /, -0.5, 4, -2%, 1%, 6%, -1%, -1%, ?
Nc1ncnc2c1ncn2[C@@H]1O[C@H](C(=O)NS(=O)(=O)c2cccc(F)c2)[C@@H](O)[C@H]1O
  /, /, -14, /, /, -1%, /, -2%, 1%
Cc1nn(C(C)C(=O)NCc2ccco2)c(C)c1[N+](=O)[O-] (stereo not drawn)
  -2, 0.6, -1, -11%, -2%, 0%, -12%, -3%, 5%
O=S(=O)(c1cccc(Cl)c1)N1CCN(S(=O)(=O)c2ccc3c(c2)OCCO3)CC1
  /, /, 0&-3, /, -5%, 0%, 28%, -5%, 0%
COc1ccc(C2C(C#N)=C(N)Oc3cc(C)n(Cc4ccncc4)c(=O)c32)cc1 (stereo not drawn)
  2, -0.5, -4, 1%, -15%, 0%, -8%, -3%, 2%
N=c1c(S(=O)(=O)c2ccc(Br)cc2)cc2c(=O)n3ccccc3nc2n1Cc1ccccc1
  1, -0.1, 0, -5%, -6%, -4%, -4%, 4%, 1%
COc1ccc(CCNc2oc(COc3ccc(Cl)cc3)nc2C#N)cc1OC
  /, -0.3, -1, 13%, -8%, 0%, 26%, -3%, -9%
CCC(CC)C(=O)N=C1SC2CS(=O)(=O)CC2N1CCc1ccc(OC)cc1 (stereo not drawn)
  7, -0.3, 2, /, -4%, 0%, 10%, 0%, 7%[57.4 µM]
CCOC(=O)c1c(S(=O)(=O)N2CCC(C(=O)Nc3ccc(OCC)cc3)CC2)c(C)n(C)c1C
  /, 0.1, -5, 6%, -19%, 5%, 13%, -3%, -22%
COc1ccc(NC(=O)Cn2c(SCc3ccc(F)cc3)nc3cccnc32)c(OC)c1
  /, -0.5, -7, -5%, 1%, 3%, -30%, -1%, -19%
Cc1ccc(C(=O)OCC(=O)NCc2cc(C)c(O)c(C)c2)cc1S(=O)(=O)N1CCCCC1
  14, 0.1, -2, 3%, 1%, 3%, -21%, 0%, 0%

5 compounds already listed, arranged by the number in RGS4 inhibitor, highest first.
Structure	RGS4 inhibitor
COc1ccc(CCNc2oc(COc3ccc(Cl)cc3)nc2C#N)cc1OC	26%
Nc1nc(SCC(=O)N2CCCc3ccccc32)n(-c2ccccc2)n1	5%
Cc1ccc(NC(=O)CN(C)C(=O)c2cccc(S(=O)(=O)NCc3ccco3)c2)cc1	3%
CN(c1ccc(OCC(=O)Nc2ccc(S(N)(=O)=O)cc2)cc1)S(=O)(=O)c1ccc(F)cc1	-3%
COc1ccc(C(=O)OCC(=O)NCCc2ccc(F)cc2)cc1S(=O)(=O)N1CCOCC1	-22%
